GLS inhibitor: blocks human kidney-isoform glutaminase activity. O94925. GLS enzymatic activity, qHTS titration. Potency, µM (titrated, usually from 45.5 µM), without a hit: at the highest dose activity change, negative = inhibition, hits mostly inhibitors. 0.21% of 410,000 active. AID 624170; note: % is set by controls: 0 for no effect and ±100 for the full control effect
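Read-out is an Amplex red fluorescence increase coupled through glutamate oxidase and HRP, measured before and after 30 min room-temperature incubation. hKGA is in 45 mM KH2PO4 (pH 8.2) with 0.02% Tween-20; glutamine added as 1mM solution.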
JMJD2A Tudor inh: blocks the human JMJD2A Tudor domain | O75164 | AlphaScreen JMJD2A-Tudor / H3K4me3 peptide binding | Potency, µM (highest dose often 114 µM), without a hit: top-dose activity change, negative = inhibition, most hits filed as inhibitors | 4.4% of 390,000 active; note: % is set by controls: 0 for no effect and ±100 for the full control effect; nearly all actives have a fitted effect of over 50% in size
ALOX12 inh: blocks human arachidonate 12S-lipoxygenase | 1.1% of 580,000 active | purified 12hLO, xylenol orange hydroperoxide absorbance | P18054 | AID 1671190 | Potency, µM (top dose mostly 108 µM), for the others: top-dose activity change, negative = inhibition, most hits filed as inhibitors; note: % is set by controls: 0 for no effect and ±100 for the full control effect
Target sequence (P18054 whole entry, looked up): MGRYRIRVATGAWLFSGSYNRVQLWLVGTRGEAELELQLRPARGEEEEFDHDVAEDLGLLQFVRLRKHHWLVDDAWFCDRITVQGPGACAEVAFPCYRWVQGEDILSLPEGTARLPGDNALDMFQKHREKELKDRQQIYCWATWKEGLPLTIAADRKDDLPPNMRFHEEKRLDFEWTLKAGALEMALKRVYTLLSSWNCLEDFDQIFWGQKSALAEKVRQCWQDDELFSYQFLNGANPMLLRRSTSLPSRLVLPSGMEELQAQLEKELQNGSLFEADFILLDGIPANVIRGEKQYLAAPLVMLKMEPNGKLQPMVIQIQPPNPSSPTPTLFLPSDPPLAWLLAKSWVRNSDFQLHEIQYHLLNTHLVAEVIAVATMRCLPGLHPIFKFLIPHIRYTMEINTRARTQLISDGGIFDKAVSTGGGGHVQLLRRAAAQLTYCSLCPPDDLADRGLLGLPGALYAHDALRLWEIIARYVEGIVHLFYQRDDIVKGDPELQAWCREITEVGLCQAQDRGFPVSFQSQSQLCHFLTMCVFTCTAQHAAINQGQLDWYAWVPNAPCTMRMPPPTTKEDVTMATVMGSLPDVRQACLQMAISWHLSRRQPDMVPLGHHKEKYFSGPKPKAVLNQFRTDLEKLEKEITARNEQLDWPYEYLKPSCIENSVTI
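Hydroperoxide product was detected by ferrous iron/xylenol orange as the 573 to 405 nm absorbance ratio. Arachidonic acid at 40 uM (final) was turned over for 30 min at room temperature by 150 nM human 12hLO, pH 7.0 Hepes buffer, after 15 min compound preincubation.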
ERG-DNA inh: blocks human ERG Ets domain binding to DNA; P11308; AID 624246; Potency, µM (highest dose often 76.9 µM), for inactives: top-dose FP activity, negative = inhibition, hits mostly inhibitors; 0.028% of 370,000 active; fluorescence polarization, His-ERG Ets domain / labelled DNA; active = well fitted inhibition curve with a large enough effect in the polarisation, with a control signal flat; inconclusive = small, poorly fitted or top-dose-only effect, or effect the other way, or a change in a side signal; inactive = no such curve, though single readings can be large or run the other way; the % refers to the polarisation;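 note: polarization taken with two DNA probes labelled with fluorescein and Texas red; % of control where 0% means no effect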
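His-tagged ERG Ets domain (1 uM in the protein solution; 300mM KCl, 50mM Tris-HCl, 1mM EDTA, 1mM DTT, pH 7.5) received compound, then a probe mix of 5 nM fluorescein-DNA and 100nM Texas-615-DNA. Fluorescence polarization was read for both dyes.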
Pin1 inh: blocks the human prolyl isomerase Pin1; Potency, µM (doses to about 115 µM), without a hit: at the top dose activity, negative = inhibition, actives largely listed as inhibitors; Pin1 FP peptide displacement, HiFluor488, 10 min; 0.009% of 390,000 active; AID 504891; Q13526; active = well fitted inhibition curve with a large enough effect in the polarisation, with a control signal flat, not every such curve was filed as active; inconclusive = small, poorly fitted or top-dose-only effect, or effect the other way, or a change in a side signal; inactive = no such curve, though single readings can be large or run the other way; the % refers to the polarisation; note: % is set by controls: 0 for no effect and ±100 for the full control effect
Tb PGK inh: T. brucei PGK inhibition. P07378. PGK/GAPDH coupled, Kinase-Glo luminescence, 60 min. Potency, µM (titrated, usually from 57.5 µM), inactives show at the highest dose activity change, negative = inhibition, most hits filed as inhibitors. 0.043% of 380,000 active; note: % is set by controls: 0 for no effect and ±100 for the full control effect; nearly all actives have a fitted effect of over 60% in size
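Luminescent ATP detection (Kinase-Glo Plus) follows a 60-minute room-temperature incubation, with wells lacking PGK as controls. Buffer: 100 mM TEA (pH 7.6), 5 mM MgCl2, 0.01% Tween-20. Coupling enzyme GAPDH (100 nM final) supplies unstable 1,3-BPG in-well.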
RGS4 inh: blocks human RGS4-accelerated GTP hydrolysis; Transcreener GDP fluorescence polarization, RGS4-accelerated GTP hydrolysis; AID 504845; Potency, µM (top dose mostly 114 µM), without a hit: at the top dose activity change, negative = inhibition, actives largely listed as inhibitors; 0.039% of 390,000 active; P49798; note: % is set by controls: 0 for no effect and ±100 for the full control effect; nearly all actives have a fitted effect of over 75% in size; some results filed as inactive show a strong effect at the top dose
Target sequence (P49798 whole entry, looked up): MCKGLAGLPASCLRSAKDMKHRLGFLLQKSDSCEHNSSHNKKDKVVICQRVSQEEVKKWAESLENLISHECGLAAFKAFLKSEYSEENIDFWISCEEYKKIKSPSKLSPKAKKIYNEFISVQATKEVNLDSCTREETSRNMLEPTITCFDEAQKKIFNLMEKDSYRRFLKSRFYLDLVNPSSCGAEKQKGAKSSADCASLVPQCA
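MLSMR compounds (23 nl, pin-transferred) preincubated 10 min at room temperature with a 500nM (2x) first reagent, then RGS4 at 900nM (2x) plus Transcreener GDP mix added; fluorescence polarization (620/688 nm) read before and after 90 min at 30 °C.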
HP1b chromo inh: blocks HP1-beta chromodomain binding to methylated histone tails; AlphaScreen HP1-beta / biotin-H3K9me3 peptide binding; 0.56% of 390,000 active; Potency, µM (top dose mostly 114 µM), for the others: at the highest dose activity change, negative = inhibition, hits mostly inhibitors; note: nearly all actives have a fitted effect of over 70% in size; inactives centre near 23
Target sequence (P83916 whole entry, looked up): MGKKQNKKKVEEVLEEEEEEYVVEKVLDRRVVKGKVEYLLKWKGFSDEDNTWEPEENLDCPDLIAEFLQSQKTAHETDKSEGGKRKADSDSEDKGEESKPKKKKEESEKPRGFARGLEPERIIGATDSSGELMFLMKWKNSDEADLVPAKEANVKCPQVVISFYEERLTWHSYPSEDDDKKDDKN
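HP1-beta protein (50 nM final) preincubated 30 min at room temperature with biotinylated H3(1-18)K9me3 peptide (50 nM) in PBS pH 7.4, 0.01% Tween-20, then compound added for 30 min. AlphaScreen streptavidin donor/nickel chelate acceptor beads (10 ug/mL final), 30 min dark, luminescence read.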
rTrxR1 inhibitor: rat TrxR1 inhibition | recombinant rTrxR1, NADPH fluorescence consumption, selenite substrate | Potency, µM (doses to about 114 µM), for the others: at the highest dose activity change, negative = inhibition, usual class: inhibitors | 1% of 390,000 active; note: % is set by controls: 0 for no effect and ±100 for the full control effect; nearly all actives have a fitted effect of over 65% in size
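Rat TrxR1 (90 nM in the dispensed reagent) was pre-reduced with 400 uM NADPH for 5 min at room temperature, then incubated with compound for 15 min. After 400 uM selenite was added, NADPH fluorescence (Ex 340/Em 450 nm) was followed for 8 min.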
* marks the source's active call; other numbers are inactive results; i = inactive; u = inconclusive; x = no result given; [ ] = another dose, or the depositor's remark. Unless noted, calls come from the whole dose curve; as a rule, active = well fitted curve in the direction sought with a large enough effect; inconclusive = small, poorly fitted or top-dose-only effect, or another doubt; inactive = no such curve, though single readings can be large; an effect the other way counts as inactive or inconclusive. Potency is the fitted concentration of half-maximal effect.

GLS inhibitor	JMJD2A Tudor inh	ALOX12 inh	ERG-DNA inh	Pin1 inh	Tb PGK inh	RGS4 inh	HP1b chromo inh	rTrxR1 inhibitor	Compound
16.8%	-17.9%	-2.2%	-8.8%	-1.5%	-12.2%	18.7%	23.4%	-0.8%	COc1ccc(NS(=O)(=O)c2cccc(C(=O)N(C)Cc3cccs3)c2)cc1
12.9%	-19.3%	u	8.4%	u	1.6%	3.9%	12.0%	7.9%[57.1 µM]	Cc1ccc(S(=O)(=O)N2[C@@H](c3ccc(Cl)cc3)C(C(=O)O)=CC[C@H]2c2ccc(Cl)cc2)cc1
20.0%	-21.2%	i	3.0%	-1.3%	2.9%	-21.6%	19.2%	u	O=C(NNC(=S)Nc1cccc(Cl)c1)c1ccccc1
1.3%	-14.6%	-15.5%	-5.2%	0.2%	-6.2%	1.2%	7.2%	5.3%	Cc1ccc(C(=O)CSc2nc3ccccc3c(=O)n2N)o1
12.0%	-10.7%	1.5%	-0.5%	1.0%	-1.3%	-1.5%	29.4%	11.1%	C[C@H](NC(=O)c1ccccc1)C(=O)OCC(=O)c1c[nH]c2ccccc12
-0.3%	-3.5%	25.6%	x	-0.7%	-8.3%	-4.0%	26.5%	10.9%	O=C(COC(=O)C1=Cc2ccccc2OC1)NC1CCCC1
-5.4%	-1.3%	8.3%	10.8%	-11.2%	-8.8%	-5.9%	50.4%[activator]	9.2%[57.1 µM]	CCOc1ccc(OCC(=O)OCC(=O)NNC(=O)c2ccc([N+](=O)[O-])cc2)cc1
0.8%	u	-27.0%	-0.7%	u	0.6%	-0.7%	-3.2%[57 µM]	8.2%[57.1 µM]	CN(C)c1ccc(CNC(=O)CCCN2C(=O)CCn3nc(-c4cccn4C)cc32)cc1
0.2%	-21.9%	-10.1%	-21.2%	-11.7%	-0.7%	-0.5%	55.0%[activator]	14.5%[57.1 µM]	CCCCNC(=O)Cn1cnc2sc(C(=O)OCC)c(C)c2c1=O
-16.6%	1.8%	-15.4%	7.4%	0.2%	i	-15.6%	14.7%	21.7%[57.1 µM]	COc1cccc(OC)c1NC(=O)Cn1nc(-c2ccc3c(c2)OCCO3)ccc1=O
11.2µM*	-7.6%	-1.2%	-10.4%	3.3%	i	-21.9%[56.9 µM]	61.7%[activator]	-15.9%	CN(C)C(=O)c1ccc(Nc2nnc(-c3ccc(O)cc3)c3ccccc23)cc1
-3.8%	-3.6%	-27.8%	9.0%	-8.2%	-4.1%	3.4%	32.9%	10.2%	O=C(Nc1ccc([N+](=O)[O-])cc1)c1ccc(S(=O)(=O)N2CCCC2)cc1
6.3%	-27.6%	17.7%	0.3%	0.5%	-8.7%	-18.4%	u	-12.4%	CC1CC1C(=O)OCC(=O)Nc1ccc(N=Nc2ccccc2)cc1 (stereo not given)
-12.6%	4.5%	-24.0%	7.5%	5.1%	1.3%	-12.2%	48.8%[activator]	4.0%	O=C(CSc1nc(-c2cccs2)cc(C(F)(F)F)n1)Nc1ccccc1Cl
-0.2%	-10.3%	0.0%	0.5%	7.5%	-2.3%	25.5%	9.9%	12.4%	O=C(O)c1cc(S(=O)(=O)N2CCCCCC2)ccc1Cl
0.1%	-13.5%	5.9%	1.0%	6.1%	-4.5%	10.3%	32.7%	16.6%	COC(=O)c1ccc(OCC(=O)NCCC2=CCCCC2)c(OC)c1
8.5%	-13.6%	-23.6%	3.7%	1.3%	-8.9%	-18.9%	31.2%	-3.3%[57.1 µM]	NC(=O)C1CCN(C2CC(=O)N(c3ccc(F)c(Cl)c3)C2=O)CC1 (stereo not given)
1.9%	-15.6%	-4.8%	2.0%	u	2.7%	-2.0%	u	-5.7%	CCC(=O)c1cn([C@H](CCC(OC)OC)CC(=O)OC(C)(C)C)cc1CC
2.0%	89.1µM*	0.0%	11.0%	-17.6%	6.2%	-47.1%	u	6.5%[57.1 µM]	CC(=O)c1sc2nsc(SCCN3CCCC3)c2c1N
-7.4%	-9.1%	-15.0%	-10.7%	-5.5%	-5.2%	12.5%	-19.5%	36.6%[activator]	Cc1nonc1NC(=O)CSc1nc2ccccc2o1

The final 2 records of the section above open the next one.
GLS inhibitor	JMJD2A Tudor inh	ALOX12 inh	ERG-DNA inh	Pin1 inh	Tb PGK inh	RGS4 inh	HP1b chromo inh	rTrxR1 inhibitor	Compound
2.0%	89.1µM*	0.0%	11.0%	-17.6%	6.2%	-47.1%	u	6.5%[57.1 µM]	CC(=O)c1sc2nsc(SCCN3CCCC3)c2c1N
-7.4%	-9.1%	-15.0%	-10.7%	-5.5%	-5.2%	12.5%	-19.5%	36.6%[activator]	Cc1nonc1NC(=O)CSc1nc2ccccc2o1
-2.2%	11.8%	0.5%	-4.9%	-1.2%	-2.7%	18.2%	34.0%	12.3%	O=C(COC(=O)CCSc1ccc(F)cc1)NCc1ccc(F)cc1
-1.4%	-7.4%	-0.3%	-10.3%	0.6%	-6.0%	14.5%	26.0%	27.3%	CC1CCCCC12NC(=O)N(CC(=O)NCC(=O)Nc1ccc(F)c(F)c1F)C2=O (stereo not given)
-6.4%	-2.3%	-10.7%	-1.2%	-3.9%	-3.9%	-11.9%	37.3%	8.4%	O=C(Nc1ccc2nc(N3CCOCC3)sc2c1)c1ccc(F)cc1
-11.3%	-7.7%	-2.9%	1.9%	3.6%	i	0.4%	30.2%[activator]	28.1%	O=C(Nc1cccnc1Cl)c1ccc(S(=O)(=O)N2CCCCCC2)cc1
x	-21.3%	x	x	3.0%	x	30.1%	8.1%	17.5%	CCC1CCCCN1Cc1nc2c(c(=O)n(C)c(=O)n2C)n1Cc1c(F)cccc1Cl (stereo not given)
14.0%	-15.7%	45.2%[activator]	4.5%	-15.3%	7.1%	-4.7%	43.1%[activator]	3.2%	COCc1[nH]nc2c1C(c1ccc(OC)c(OC)c1)C(C#N)=C(N)O2 (stereo not given)
-1.1%	-21.1%	u	1.4%	6.5%	7.0%	17.1%	25.9%	-0.1%	CC1CN(C(=O)/C(C#N)=C2\N=C(NC(=O)c3ccc(F)cc3)c3ccccc32)CC(C)O1 (stereo not given)
-7.1%	-22.5%	2.8%	4.5%	12.1%	-5.0%	-21.7%	20.5%	2.1%	O=C(COC(=O)C1CC2C=CC1C2)Nc1cccc(S(=O)(=O)N2CCCCCC2)c1 (stereo not given)
8.8%	-12.5%[11.4 µM]	7.4%	0.8%	-2.2%	-6.7%	3.3%[11.4 µM]	36.4%	16.8%	COc1c(C)cc(C(=O)C2CCCN(C(=O)CCc3scnc3C)C2)cc1C (stereo not given)
-12.2%	-22.8%	u	-2.0%	8.2%	-7.9%	4.5%	4.6%	9.7%	CSCCC(NS(=O)(=O)c1ccc2c(c1)oc(=O)n2C)C(=O)Nc1ccc(Cl)cc1 (stereo not given)
2.2%	40.6%[activator]	0.0%	-9.6%	-0.2%	-7.3%	6.5%	88.5%[activator]	9.4%[57.1 µM]	Cc1cc(OCC(=O)N(C)Cc2ccccc2)cc(C)c1Cl
1.5%	-19.8%[57.1 µM]	-18.9%	4.1%	u	-4.9%	7.2%[56.9 µM]	33.3%[activator]	17.5%	CN1C(=O)NC(c2ccccc2)C2=C1CN(c1cccc(C(F)(F)F)c1)C2=O (stereo not given)
2.5%	-12.2%	-14.8%	-0.9%	3.4%	-0.5%	13.0%	22.7%	20.1%	Cc1onc(-c2c(F)cccc2Cl)c1C(=O)NCCc1ccc(S(N)(=O)=O)cc1
-2.3%	-18.1%	-3.6%	12.3%	-10.9%	x	-0.7%	22.0%	3.3%	Cc1c(CCC(=O)N[C@@H](CC(C)C)C(=O)O)c(=O)oc2cc3oc4c(c3cc12)CCCC4
-0.7%	-17.9%	5.4%	8.0%	-0.5%	-3.0%	-5.5%	38.6%[activator]	-29.8%	Cc1noc(C)c1NC(=O)N(C)C[C@H]1Oc2c(NS(=O)(=O)c3cn(C)cn3)cccc2C(=O)N([C@H](C)CO)C[C@@H]1C
2.0%	-0.7%	-75.4%	2.3%	-1.6%	0.3%	-5.5%	31.3%	-2.6%[57.1 µM]	Cc1ccc(S(=O)(=O)Nc2ccc3ccccc3n2)cc1
-9.8%	39.8µM*	68.2%[activator]	0.8%	-5.5%	2.2%	-8.9%	u	19.1%[57.1 µM]	C(=N\N1CCN(c2ccccn2)CC1)/c1cccc2ccccc12
-2.5%	105.3%[activator]	43.3%[activator]	-1.7%	-0.2%	i	0.2%	144.7%[activator]	18.6%	Cc1ccc(SCc2noc(-c3c(C)noc3C)n2)cc1
-16.0%	119.7%[activator]	0.3%	-0.2%	-4.7%	1.4%	27.2%	107.0%[activator]	25.8%[57.1 µM]	O=S(=O)(c1cc(Br)ccc1Br)N1CCCCCC1
-6.2%	-1.4%	-8.4%	-0.7%	-7.5%	0.7%	-18.4%	35.9%	-6.7%	CCCCn1c(N)c(N(CCOC)C(=O)CC(NC(=O)c2ccccc2)c2ccccc2)c(=O)[nH]c1=O (stereo not given)
-0.1%	-9.2%	-2.5%	3.6%	-3.7%	-6.6%	-0.2%	24.1%	u	COc1ccc(/C=C(\C#N)C(=O)NCc2ccccc2)cc1
5.9%	-12.6%	16.9%	-6.1%	-0.1%	9.8%	9.9%	-5.0%	11.0%	COc1ccc(CN(C(=O)CCC(=O)Nc2cc(C)on2)C(C(=O)NC(C)(C)C)c2cccc(OC)c2OC)cc1 (stereo not given)

An excerpt. The share of hits here may be higher or lower than overall.
